C1s inh = human complement C1s inhibition | P09871 | purified C1s, fluorogenic AMC substrate, pooled mixtures | mean inhibition % of two 10-compound mixtures (stronger effect = higher value), % at 5 µM (by protocol) | hit rate 0.16% among 62,000;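 active = inhibition above 20% in each of the two 10-compound mixture wells holding the compound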;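 also: 0% = enzyme wells lacking compound mixture and 100% = no-enzyme blank wells; some compounds called inactive have numbers as strong as hits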
CatB block = inhibitors of human cathepsin B; P07858; purified cathepsin B, fluorogenic substrate, fluorescence; inhibition, %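 (tested at 10 µM)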; hit rate 0.1% among 63,000; in the data active = inhibition above about 21%;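 also: 0% = enzyme with no compound and 100% = no enzyme blank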
FXIa inh mix = inhibitors of human coagulation factor XIa, pooled mixtures; inhibition, % at 5 µM; purified FXIa, fluorogenic substrate; AID 680; P03951; hit rate 0.19% among 62,000;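 also: each value is inhibition by a whole ten-compound pool holding the compound; 0% = enzyme with no mixture and 100% = wells lacking enzyme; strong numbers were not always called active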
CatS inh = inhibitors of human cathepsin S; P25774; recombinant cathepsin S, AMC dipeptide fluorescence, pooled mixtures; inhibition, %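 (tested at 5 µM per compound within 10-compound mixtures)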; hit rate 0.06% among 62,000; in the data active = inhibition above about 32%, passing the limit was not always enough;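 also: 0% = enzyme without compound and 100% = blank without enzyme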
Target sequence (P25774 115-331 limits assumed): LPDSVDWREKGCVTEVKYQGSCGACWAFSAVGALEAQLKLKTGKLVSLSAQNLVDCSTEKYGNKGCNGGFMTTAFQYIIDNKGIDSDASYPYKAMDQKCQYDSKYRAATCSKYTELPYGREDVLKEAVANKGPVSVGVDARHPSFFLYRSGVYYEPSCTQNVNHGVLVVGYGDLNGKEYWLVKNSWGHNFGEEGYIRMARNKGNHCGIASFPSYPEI
Abs 340nm = absorbance at 340 nm; compound absorbance at 340 nm, fold over control; fold change at 10 µM; 65,000 tested, under 10 active; AID 708;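 active = at 10 µM dose, initial 340 nm absorbance at least 2 fold that of control wells; inactive = change under 2 fold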;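 also: initial absorbance extrapolated from kinetic A340 decline of NADH oxidation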
CatB mix inh = human cathepsin B inhibition by mixtures; P07858; hit rate 0.06% among 62,000; AID 488; Purified cathepsin B, AMC dipeptide fluorescence, compound mixtures; inhibition, %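 (ten-compound pools at 5 µM per compound and 50 µM total)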; in the data active = inhibition above about 22%, passing the limit was not always enough;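 also: 0% = enzyme without compound and 100% = no enzyme blank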
CatL inh = blocks human cathepsin L protease activity. purified cathepsin L, fluorogenic substrate, fluorescence. hit rate 0.17% among 58,000. AID 460. inhibition, %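 (tested at 10 µM)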. P07711; in the data active = inhibition above about 45%;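 also: 0% = enzyme with no compound and 100% = no enzyme blank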
Target sequence (P07711 114-288 limits assumed): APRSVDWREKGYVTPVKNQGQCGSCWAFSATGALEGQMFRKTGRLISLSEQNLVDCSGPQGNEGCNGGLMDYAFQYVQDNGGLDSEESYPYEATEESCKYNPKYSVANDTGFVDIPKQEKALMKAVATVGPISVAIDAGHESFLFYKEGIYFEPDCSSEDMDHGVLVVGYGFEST
Target sequence (P07711 292-333 limits assumed): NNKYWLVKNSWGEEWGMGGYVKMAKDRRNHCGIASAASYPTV
FXIIa inh mix = blocks human factor XIIa in pooled compound mixtures | P00748 | hit rate 0.2% among 62,000 | purified FXIIa, fluorogenic substrate | inhibition, % at 5 µM;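 also: 0% = enzyme without compound and 100% = no enzyme blank; some results filed as inactive read as strong as hits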
Target sequence (P00748 20-372 limits assumed): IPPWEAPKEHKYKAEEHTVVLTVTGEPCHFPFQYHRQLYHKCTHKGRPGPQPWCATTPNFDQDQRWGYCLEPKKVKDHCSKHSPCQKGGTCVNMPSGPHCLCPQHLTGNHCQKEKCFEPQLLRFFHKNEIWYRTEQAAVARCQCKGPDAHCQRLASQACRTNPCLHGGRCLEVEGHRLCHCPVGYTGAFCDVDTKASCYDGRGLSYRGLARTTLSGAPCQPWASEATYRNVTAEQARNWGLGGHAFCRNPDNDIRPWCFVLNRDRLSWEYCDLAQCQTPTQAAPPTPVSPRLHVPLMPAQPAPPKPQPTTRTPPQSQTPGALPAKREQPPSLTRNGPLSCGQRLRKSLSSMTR
Target sequence (P00748 373-615 limits assumed): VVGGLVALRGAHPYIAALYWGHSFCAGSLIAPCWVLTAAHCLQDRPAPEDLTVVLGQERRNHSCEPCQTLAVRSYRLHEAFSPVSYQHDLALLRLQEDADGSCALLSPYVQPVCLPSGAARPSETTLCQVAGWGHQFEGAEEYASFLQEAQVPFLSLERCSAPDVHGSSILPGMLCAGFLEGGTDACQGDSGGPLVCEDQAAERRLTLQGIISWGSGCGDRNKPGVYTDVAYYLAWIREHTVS
Cathepsin G inh = blocks human cathepsin G enzyme activity; inhibition, % at 5 µM (by protocol); purified enzyme, AMC-tetrapeptide fluorescence, pooled mixtures; P08311; hit rate 0.2% among 62,000;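 active = inhibition above 20% in each of the two mixture wells holding the compound; inactive = inhibition of 20% or less in either well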;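 also: 0% = enzyme control without mixture and 100% = blank lacking enzyme; strong numbers were not always called active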
* = called active by the depositor; · = not tested or not shown. Rule as the data show it, unless noted: active = inhibition above about 20% (passing the limit was not always enough); inactive = the rest. Some of the compounds tested (hit frequency here may not be typical).

SMILES	C1s inh	CatB block	FXIa inh mix	CatS inh	Abs 340nm	CatB mix inh	CatL inh	FXIIa inh mix	Cathepsin G inh
CN(C)c1ccc(C=Nc2ccccc2C(N)=O)cc1	-4	·	9	7	1	1	0	5	2
CCN(CC)C(=O)CCC(=O)Nc1ccc(C(=O)OC)cc1	-3	5	0	-6	1	0	6	15	5
O=C(COC(=O)C12CC3CC(CC(O)(C3)C1)C2)NC(=O)NCc1ccco1	0	8	4	13	1	4	8	3	-2
CCCOC(=O)c1c(N)sc2c1CCC2	-37	2	-6	-3	1	0	14	11	-9
CC(=O)Nc1nc(=S)n(-c2ccccc2)[nH]1	13	-2	4	1	1	4	1	12	12
Oc1cccc(C=NCc2ccccc2)c1O	4	·	9	1	1	8	1	0	-8
Nn1c(SCC(=O)NC2CCCCC2)nnc1-c1ccc(Cl)cc1	-53	2	-2	-6	0.98	-5	0	-21	-3
Cc1nc(C)c(C(=O)C2=C(O)C(=O)N(CCN3CCOCC3)C2c2cccnc2)s1 (stereo not given)	-10	1	7	4	1	8	1	2	3
COc1cc(C(=O)NCCc2cn3ccc(C)cc3n2)cc(OC)c1OC	15	-4	7	10	1.1	4	·	10	9
Fc1ccccc1N1CCN(C2CCN(Cc3c[nH]c4ccccc34)CC2)CC1	-35	-5	4	12	1	1	·	11	0
COc1cccc(CNn2cnnc2)c1OCc1ccccc1F	-7	2	-2	-5	1	1	-4	12	5
CCn1cc(C(=O)NCc2ccccn2)c(=O)c2cc(S(=O)(=O)N3CCCCC3)ccc21	1	2	11	-1	1.1	1	1	2	7
O=C(NCN1CCc2ccccc2C1)c1ccccc1	-8	1	7	28	0.99	4	-5	0	0
O=C1C2CCC(C(O)C2)N1Cc1ccccc1 (stereo not given)	17	2	4	-2	1	7	-5	2	11
CC1(C)OC(=O)CC1C(=O)NCc1ccccc1 (stereo not given)	-15	7	-1	2	1.1	0	5	4	6
Cc1cc2c(C)nc(-c3ccccc3)nc2o1	-2	·	21	0	1.1	-3	·	9	0
CCOC(=O)c1c(C)[nH]c(C(=O)COC(=O)c2cnc(C)cn2)c1C	12	7	7	-3	1	4	6	-23	6
COCCNC(=O)Cn1c(=O)n(Cc2ccc(C(=O)NCc3ccco3)cc2)c(=O)c2ccccc21	8	0	8	-3	0.98	5	-7	18	11
Cc1nc2ccccc2n1CC(=O)NCCN1CCCC1	17	2	4	-3	1.1	3	-5	4	12
COc1ccc(NC(=O)CSc2nc3c(c(=O)n2-c2ccc(C)cc2)SCC3)c(OC)c1	1	2	5	-11	1.1	2	3	12	-1
CC1CN(C(=O)CN2C(=O)NC(C)(c3ccccc3)C2=O)CC(C)O1 (stereo not given)	-2	4	4	-4	1	2	-9	-30	-4
CCC(C)(C)n1nnnc1C(c1cccc(C#N)c1)N1CCN(c2cc(C)ccc2C)CC1 (stereo not given)	3	3	-2	6	1	-8	·	-20	12
CCCCCCNC(=O)c1c(O)c2cccc3c2n(c1=O)CCC3	-13	1	7	-5	1	3	-2	-17	-8
COCCn1c(SCC(=O)Nc2cccc(C)c2)nnc1C(C)C	-16	-3	-3	8	1	-4	·	3	7
CCCC(=O)Nc1ccccc1N1CCN(C(=O)c2ccccc2)CC1	14	4	6	-4	1	4	0	4	8
Cc1ccc(NC(=O)CSc2nnc(CNC(=O)c3c(F)cccc3Cl)o2)cc1	-6	3	4	-4	1.1	5	2	2	-4
CN(C)CCN1C(=O)C(=O)/C(=C(/O)c2ccccc2)C1c1ccccc1F (stereo not given)	11	6	2	4	1.1	0	·	3	12
Cn1c(=O)c(C(=O)NCCO)c(O)c2ccccc21	16	5	1	1	1.1	-2	30	-2	4
CCCOc1ccc(-c2nnn(CC(=O)OCC)n2)cc1	1	3	6	0	0.99	2	-1	13	0
COc1ccc(N2CCN(/C(=N\S(=O)(=O)c3ccccc3)Nc3nc(C)cc(C)n3)CC2)cc1	-4	-3	6	13	1	-3	-1	7	4
COc1ccc2noc3c2c1C(=O)c1ccccc1-3	2	-4	7	5	1	2	2	2	11
COc1cccc(C2C(C(N)=O)=C(C)Nc3nc(CCCO)nn32)c1OC (stereo not given)	6	-2	2	7	0.99	1	0	7	-3
CCOc1cc(NS(C)(=O)=O)c(OCC)cc1NC(=O)c1cccs1	-5	-2	1	8	1.1	2	0	11	-2
COC(=O)/C=C(\C)NC(=O)c1cccs1	36	7	-1	12	1	6	7	-1	-5
COc1ccc(NC(=O)c2ccc(S(=O)(=O)N3CCOCC3)cc2)c(OC)c1	-9	3	0	3	1.1	4	9	5	11
CC(C)OC(=O)CCCN1C(=O)c2ccc(N)cc2C1=O	16	-2	5	13	1	-1	16	5	-1
Cn1c(=O)[nH]c(=O)c2c1nc(CN1CCN(c3ccccc3F)CC1)n2CC(N)=O	11	1	3	30	1	1	-1	-19	7
O=C(Cn1cccc1C(=O)c1ccccc1)NCc1ccco1	-1	5	-1	-9	1	2	10	8	4
CCCCCOc1ccc(C(=O)N(Cc2ccco2)C2CCS(=O)(=O)C2)cc1 (stereo not given)	0	1	7	0	1	0	·	4	1
Cc1cc(C)nc(N2CCCC(C(=O)NC3CCCC3)C2)n1 (stereo not given)	7	4	2	20	1	6	12	-1	-2

Retrieved by compound from the entries so far, 2 records:
SMILES	C1s inh	CatB block	FXIa inh mix	CatS inh	Abs 340nm	CatB mix inh	CatL inh	FXIIa inh mix	Cathepsin G inh
Cc1cc(C)nc(N2CCCC(C(=O)NC3CCCC3)C2)n1 (stereo not given)	7	4	2	20	1	6	12	-1	-2
COc1cccc(C2C(C(N)=O)=C(C)Nc3nc(CCCO)nn32)c1OC (stereo not given)	6	-2	2	7	0.99	1	0	7	-3

Record cards (already shown).
Profile of O=C(Cn1cccc1C(=O)c1ccccc1)NCc1ccco1 = C1s inh: -1; CatB block: 5; FXIa inh mix: -1; CatS inh: -9; Abs 340nm: 1; CatB mix inh: 2; CatL inh: 10; FXIIa inh mix: 8; Cathepsin G inh: 4
Profile of CN(C)CCN1C(=O)C(=O)/C(=C(/O)c2ccccc2)C1c1ccccc1F (stereo not given) = C1s inh: 11; CatB block: 6; FXIa inh mix: 2; CatS inh: 4; Abs 340nm: 1.1; CatB mix inh: 0; CatL inh: ·; FXIIa inh mix: 3; Cathepsin G inh: 12

More structures follow.
SMILES	C1s inh	CatB block	FXIa inh mix	CatS inh	Abs 340nm	CatB mix inh	CatL inh	FXIIa inh mix	Cathepsin G inh
CCOC(=O)c1[nH]c(C)c(C(=O)N2CCN(c3cccc(Cl)c3)CC2)c1C	16	0	3	9	0.99	5	4	7	10
Cc1c(/C(O)=C2\C(=O)C(=O)N(CCCN(C)C)C2c2ccncc2)cnn1-c1ccccc1 (stereo not given)	-5	1	2	11	1.1	0	10	9	-7
Cc1ccc2[nH]c3c(c2c1)CCc1cn[nH]c1-3	8	-1	11	-9	0.99	7	-8	16	3
COC(=O)C(C)Sc1nnc(Cc2cc(=O)[nH]c(=O)[nH]2)n1-c1ccc(Cl)cc1 (stereo not given)	-1	1	8	-3	1.1	-1	·	-1	7
O=C(Nc1ccccc1N1CCOCC1)c1ccc2ccccc2n1	11	0	14	17	0.99	8	5	5	7
CN(C)S(=O)(=O)c1ccc2nc(NC(=O)c3cccnc3)sc2c1	-9	0	2	-5	1.4	-6	1	-14	0
Cc1cc2ccccc2n1CCNC(=O)c1cccs1	-17	2	7	4	1	-1	9	15	-3
O=c1c(/C=N/O)coc2ccc3ccccc3c12	-3	-3	6	-5	1.1	-5	16	4	-1
CCSc1nnc(NC(=O)C(C)C)s1	-11	-1	3	-2	1	-4	11	2	-3
N#Cc1c(NC(=O)c2cc(C3CC3)on2)sc2c1CCC2	17	-4	11	7	1.1	6	-3	-16	13
COc1ccc(OCCCON2C(=O)c3ccccc3C2=O)cc1	-31	0	-1	-2	1	5	-5	1	-4
CN(C)CCNC(=O)C(C(=O)c1ccc(F)cc1)n1ccccc1=O (stereo not given)	-32	11	2	12	1	31	9	8	-7
Cc1ccc(-n2nc(C)c3c2OC(N)=C(C#N)C3c2ccncc2)cc1 (stereo not given)	-5	-6	-1	3	1	0	-7	1	-3
COc1cccc(C(=O)Cn2c(N3CCOCC3)nc3c2c(=O)n(C)c(=O)n3C)c1	7	0	8	-6	1	4	-6	-2	-3
O=S(=O)(c1ccccc1)N1CCN(C2CCN(Cc3ccccc3)CC2)CC1	10	3	4	-1	1	3	·	2	9
COc1cc2c(cc1OC)CN(Cc1cc(=O)n3cc(C)ccc3n1)CC2	-17	-1	-2	-11	1.1	-1	-17	2	-6
CC(C)Sc1nnc([C@H](C)NC(=O)OC(C)(C)C)o1	-29	5	-1	-12	1	-2	12	0	1
CN(CC(=O)NCCN1CCN(Cc2ccccc2)CC1)S(=O)(=O)c1cccc2nsnc12	12	1	8	-4	1	-3	11	4	9
Cc1nnc2c3ccccc3c(-c3ccccc3)nn12	1	-2	17	8	0.99	7	8	5	3
COc1ccc(C)cc1NC(=O)CN(c1ccccc1)S(C)(=O)=O	-27	-1	-4	-3	1	-1	-9	14	4
CCCN(CCC)CCNS(=O)(=O)c1ccc2c(c1)oc(=O)n2C	1	1	3	-11	0.97	2	1	12	7
CC1(C)CC(=O)c2sc(NC(=O)c3ccco3)nc2C1	2	-2	6	13	1.2	4	4	10	0
CCN(Cc1nc2ccccc2c(=O)[nH]1)Cc1cc(=O)oc2cc(C)c(C)cc12	-9	-1	3	12	1	4	13	6	7
COc1ccccc1NC(=O)C1=C(C)Nc2nc(CCCO)nn2C1c1ccc2c(c1)OCO2 (stereo not given)	-63	1	-5	-4	1.1	-6	1	-17	2
COc1ccc(N2CCN(c3nc4c(c(=O)[nH]c(=O)n4C)n3Cc3ccccc3Cl)CC2)cc1	9	-1	4	-9	1	2	-6	-2	9
O=C(c1cc(-c2ccc3c(c2)OCO3)on1)N1CCOCC1	18	5	-1	0	1	1	33	-4	8
COc1cccc(NC(=O)C2C3C=CC4(O3)C2C(=O)N(C(C)C)C4C(=O)NC2CCCCC2C)c1 (stereo not given)	2	3	0	6	0.97	4	23	2	-5
CCN(CC)S(=O)(=O)c1ccc2c3c(cccc13)C(=O)N2	-22	-3	-3	0	1.1	-2	·	-15	-4
CC(C)OC(=O)CSc1nnc2n1C(C)(C)Cc1ccccc1-2	-36	6	-5	10	1	3	20	12	3
O=C(c1ccccc1)N1CCCOC1c1ccccc1 (stereo not given)	9	4	3	8	1	2	25	1	12
Cc1ccc(-c2nnc3c4ccccc4c(C)nn23)cc1S(=O)(=O)N1CCN(C)CC1	-6	2	-4	-39	0.98	2	3	38	7
CC1CCc2nc(N)c(C#N)c(-c3ccncc3)c2C1 (stereo not given)	3	0	7	5	1.1	2	4	13	7
CCn1c2ccccc2c2nnc(SCN3C(=O)c4ccccc4C3=O)nc21	2	5	5	-3	1.1	1	1	12	6
Cn1nnnc1SCCNCc1cccnc1	1	-1	2	-8	1	-1	-8	2	-2
Cc1ccccc1Nc1nc(N)nc(COC(=O)c2cccn2C)n1	6	-2	10	-3	1	1	-2	4	2
C=CCn1cc(C(=O)OC)c(=O)c2cc(S(=O)(=O)N3CCC(C)CC3)ccc21	14	5	11	14	1	2	11	2	58
CCc1sc(C(=O)N2CCN(S(C)(=O)=O)CC2)cc1Br	-13	3	1	3	1	3	14	-1	8
COC(=O)[C@H](C)NC(=O)Nc1ccccc1C(F)(F)F	13	8	10	-7	1	0	·	2	7
CCOc1ccc(CN2CCN(c3cc(C)nc4c5c(C)cc(C)nc5nn34)CC2)cc1	-12	-5	4	-5	1	1	-189	11	0
Cc1cc(NC(=O)c2cc(-c3ccco3)on2)no1	2	1	0	-6	0.99	2	-4	12	6
CCC(NS(=O)(=O)c1ccc(C)cc1)C(=O)Nc1ccc(NC(C)=O)cc1 (stereo not given)	-39	1	0	-4	1	-4	8	-3	-10
CCOC(=O)CSc1nnc(CNc2ccccc2Cl)n1-c1ccccc1	-4	4	-2	3	0.99	-4	11	0	6
COc1ccc(NC(=O)CSc2nnc(-c3cccs3)n2-c2ccccc2)cc1	-4	0	-2	4	0.97	2	1	12	-1
CCc1nc2oc3ccccc3c(=O)c2c(=O)n1Cc1ccccc1	11	2	3	-4	0.98	1	4	5	9
